CCT chaperon mod: cytosolic chaperonin activity modulation; activity change, % (test concentration not listed), hits read low; 360,000 compounds, 0.3% hits; AID 651819; purified chaperonin ATPase assay, HTRF ADP detection, 30 min; in the data active means activity change below about -30%; further: on the % scale 0 is the no-effect control and ±100 the full control effect
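Nucleotide hydrolysis assay: TRiC at 20–40 nM final (set by batch activity) with 10 uM ATP, 30 min at 37 °C, in presence of 76 uM compound. Detection by competitive ADP HTRF, 30 min ambient.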
TGFb inhibitor: blocks TGF-b signaling | HepG2 CAGA-GFP TGF-b/SMAD3 reporter, GFP fluorescence, 18 h; TGF-beta stimulated, 500 pg/mL final | Potency, µM (series often up to 46.1 µM), inactives show top-dose activity, negative = inhibition, usual class: inhibitors | 410,000 compounds, 1.2% hits; further: potency means the concentration at half of the fitted maximal effect; on the % scale 0 is the no-effect control and ±100 the full control effect; nearly all actives have a fitted effect of over 65% in size
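TGF-beta reporter screen: HEPG2 CAGA-GFP, 1% FBS, 500 pg/mL TGF-beta final, 18 h; per-cell GFP summed per well; curves fitted and categorized by class.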
MmCpn inh: blocks the Methanococcus maripaludis chaperonin Mm-Cpn; AID 504842; Potency, µM (series often up to 76.9 µM), for inactives: at the highest dose activity, negative = inhibition, most hits filed as inhibitors; purified Mm-Cpn ATPase, ADP Transcreener TR-FRET; 330,000 compounds, 0.031% hits; further: potency means the concentration at half of the fitted maximal effect; on the % scale 0 is the no-effect control and ±100 the full control effect; nearly all actives have a fitted effect of over 80% in size
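ATPase turnover read by TR-FRET ADP competition (Eu cryptate antibody/ADP-d2, 665/590 nm): 10uM ATP final, 25nM Mm-CPN final, 30 min 37degC after 10-min compound preincubation, pH 7.4 Tris/KCl/MgCl2/DTT buffer.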
Nrf2 inh: Nrf2 pathway inhibition. A549 ARE-Fluc reporter, luciferase luminescence, 18-24 h. Potency, µM (doses to about 46 µM), inactives show at the top dose activity change, negative = inhibition, actives largely listed as inhibitors. 360,000 compounds, 2.1% hits; further: potency means the concentration at half of the fitted maximal effect; on the % scale 0 is the no-effect control and ±100 the full control effect; nearly all actives have a fitted effect of over 60% in size
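In this cell-based qHTS, ARE-driven firefly luciferase in A549 cells reports Nrf2 activity; the luminescent signal after BugLite lysis is the measured value, with a prior CellTiter-Fluor read for cell health.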
Abeta yeast res: compounds reversing amyloid beta toxicity in yeast | Potency, µM (series often up to 46.1 µM), for the others: at the top dose growth rescue, most hits filed as activators | 410,000 compounds, 0.063% hits | AID 1347071 | yeast expressing A-beta42, growth rescue, OD600, 48 h; response scale: 0% DMSO, 100% iron-clioquinol control; further: potency means the concentration at half of the fitted maximal effect; nearly all actives have a fitted effect of over 55% in size
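Yeast A-beta toxicity model in growth medium with pinned compounds, 48 h at 30 C; growth read as absorbance at 600 nm. Normalized to FeCl3/clioquinol equimolar mix (positive) and DMSO (negative).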
pAkt inh: inhibitors of Akt phosphorylation. Neuro2A IGF-stimulated pAkt S473 HTRF, 20 min; stronger effect = lower value. activity change, % for hits at 50 µM. AID 651550. 360,000 compounds, 0.32% hits; in the data active means activity change below about -80%; inconclusive means mostly about -51% to -80%; further: on the % scale 0 is the no-effect control and ±100 the full control effect
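Neuro2A cells in DMEM with 0.5% FBS, overnight at 37 deg C, given compound at single 50 µM final, then IGF (6 nM final) for 20 min at 37 deg C. Lysed; phospho-Akt Ser473 by HTRF after 24 h, 665/615 ratio.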
A549 tox: counter-screen for Nrf2 inhibitors: cytotoxicity in A549 cells. 390,000 compounds, 0.16% hits. Potency, µM (highest dose often 46 µM), inactives show top-dose activity change, negative = cytotoxicity, usual class: inhibitors. A549 ARE-Fluc cells, CellTiter-Fluor viability, 18-24 h; further: potency means the concentration at half of the fitted maximal effect; on the % scale 0 is the no-effect control and ±100 the full control effect
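A549 ARE_Fluc cells in 5% FBS OPTI-MEM were exposed to compounds in concentration-response for 18-24 h at 37 deg C. Viability was read by CellTiter-Fluor fluorescence (Ex 405/Em 525) after 30 min, before the luciferase read.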
Nrf2 ARE act: activates Nrf2 signaling; Potency, µM (series often up to 46.1 µM), inactives show at the highest dose activation, most hits filed as activators; AREc32 ARE-luciferase reporter (MCF7-derived line), luminescence, 24 h; 410,000 compounds, 0.31% hits; further: potency means the concentration at half of the fitted maximal effect; % of control where 0% means no effect; nearly all actives have a fitted effect of over 65% in size
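ARE-driven firefly luciferase activity in AREc32 cells measured after a 24 hr compound exposure at 37 deg C, using Steady-Glo reagent and a 30 min room-temperature hold.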
HepG2 viability: counter-screen for TGF-b inhibitors: cytotoxicity in HepG2 cells. HepG2 CAGA-GFP viability, ATP luminescence, 18 h. Potency, µM (doses to about 46.1 µM), inactives show at the highest dose activity change, negative = cytotoxicity, usual class: cytotoxic. 410,000 compounds, 0.76% hits; further: potency means the concentration at half of the fitted maximal effect; some results filed as inactive show a strong effect at the top dose
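CellTiter-Glo luminescence gave cytotoxicity after 18 hours at 37 degrees C. The cells were HepG2 CAGA-GFP in 1% FBS DMEM, stimulated with 500 pg/mL TGF-beta after compound addition. %Activity was normalised to no-cell wells (complete cell-killing) and DMSO (no toxicity), and curves were fitted and classified.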
Starred values were filed as active, the others as inactive; i = inactive; ? = inconclusive; nt = not tested or not shown; & = joins results of further samples; [ ] = remark or other dose. Unless noted, the call rests on the fitted dose curve; in most records, active means well fitted curve in the direction sought with a large enough effect; inconclusive means small, poorly fitted or top-dose-only effect, or another doubt; inactive means no such curve, though single readings can be large; an effect the other way counts as inactive or inconclusive.

SMILES	CCT chaperon mod	TGFb inhibitor	MmCpn inh	Nrf2 inh	Abeta yeast res	pAkt inh	A549 tox	Nrf2 ARE act	HepG2 viability
Cc1ccc(CNC(=O)c2ccc(N3CCC4(CC3)CC(c3cccc(Br)c3)=NO4)c(NC(=O)c3ccccc3)c2)cc1	-1.0	0%	-4%	14%	-13%	i	11%	-0.3%	-1%
N#CC(C#N)=c1ccc2c(c1)N1C(c3ccccc3)=CC(c3ccccc3)C3CCCCC31N=2 (stereo not given)	-0.9	0%	-2%	1%	-11%	i	5%	-0.8%	4%
CCn1c(SCC(=O)Nc2cc(C)on2)nnc1-c1cccs1	-3.1	-20%	1%	-20%	-1%	i	-3%	0.0%	-11%
CCc1cc(CNC(=O)CC2C(=O)NCCN2Cc2ccc(-c3ccccc3)cc2)on1 (stereo not given)	0.6	-1%	-1%	-4%	8%	i	2%	0.4%	-6%
CSC1=NCCN1C(=O)c1cccs1	2.3	1%	1%	13%	4%	i	-2%	4.2%	7%
O=C(NCc1cccc2ccccc12)Nc1ccccc1	-2.9	-10%	-2%	-25%	3%	i	3%	3.0%	1%
Cc1ccc(Nc2nc(N3CCOCC3)c3ccccc3n2)cc1	-1.2	?	1%	?	0%	i	17%	-0.3%	-40%
COCCC(=O)N1CCC(Oc2ccc(C(=O)NCc3cc(C)n(C)n3)cc2)CC1	1.6	16%	?	7%	-3%	i	-3%	-1.6%	-60%
CC(=O)C1=C(O)C(=O)N(Cc2cccnc2)C1c1ccc(Cl)cc1Cl (stereo not given)	1.5	0%	2%	-28%	6%	i	2%	0.5%	-11%
COc1ccc(-c2noc(CCC(=O)N3CCN(c4ccc(Cl)cc4)CC3)n2)cc1	2.5	-2%	0%	-4%	9%	i	-1%	-0.4%	0%
Cc1ccc(NS(=O)(=O)c2ccc(NC(=O)N3CCCCC3)cc2)cc1	-3.5	-19%	1%	?	-13%	i	-4%	0.6%	-5%
CC(Oc1ccc2c(-c3ccccc3)cc(=O)oc2c1)C(=O)NCCCn1ccnc1 (stereo not given)	-1.5	21%	1%	?	-7%	i	6%	5.3%	-6%
CC(C)Nc1c(N)c(=O)oc2ccccc12	-4.0	-8%	-1%	nt	8%	i	-1%	3.4%	13%
CS(=O)(=O)N1CCC(C(=O)NCc2ccncc2)CC1	0.1	-1%	0%	0%	-3%	i	-4%	-1.1%	2%
Cc1ccc(-c2nn3c(C)nnc3c3ccccc23)cc1S(=O)(=O)NCc1ccccc1	-1.0	-2%	-5%	5%	-8%	i	3%	-0.2%	-2%
Cc1ccc(N(Cc2cccs2)C(=O)c2ccccc2[N+](=O)[O-])cc1	nt	?	nt	-26%	-7%	nt	-2%	2.9%	-10%
CC(C)c1ccc(NC(=O)CNC(=O)Cn2ccc3ccccc3c2=O)cc1	0.6	-1%&-26%	0%	?	-1%&-13%	i	0%&0%	0.3%&-0.2%	5%&0%
Cc1nn(-c2ccc(NC(=O)c3ccncc3)cc2)c(C)c1Cl	0.9	-18%	-1%	3.7µM*	5%	i	-7%	0.2%	-17%
OC(c1cc(F)cc(Cl)c1)c1ncc(-c2cccc(C(F)(F)F)c2)[nH]1 (stereo not given)	-1.2	11µM*	nt	nt	4%	i	nt	-3.2%	-67%
COc1ccccc1CC(=O)Nc1cccc(S(=O)(=O)N2CCOCC2)c1	-0.5	10%	-3%	12%	2%	i	7%	2.1%	-3%
O=C(NC1CCCCC1)N1CCN(c2ccc([N+](=O)[O-])cc2)CC1	-1.0	-8%	0%	23µM*	0%	i	-24%	-0.2%	-4%
C=C1C(=O)C=C2CN(C(=O)c3ccccc3)[C@@](Cc3ccc(F)cc3)(C(=O)OC)[C@@H]12	-1.9	1.8µM*	-1%	13µM*	-41%[inhibitor]	i	10µM*	-2.9%	3.2µM*
Cc1ccn2c(NC3CCCC3)c(-c3ccccn3)nc2c1	-93*	?	-3%	?	28%	i	-13%	0.3%	-22%
CC1CCN(CCCNC(=O)C2CC(=O)N(C3CCCCCC3)C2)CC1 (stereo not given)	1.5	6%	1%	6%	13%	i	2%	0.7%	29%
COc1ccc(CC2S/C(=N/N=C/c3ccccc3O)NC2=O)cc1 (stereo not given)	-3.7	7.9µM*	0%	-20%	9%	i	-1%	-0.1%	-51%
COc1ccccc1/C=C/C=N/NC(=O)CN1CCN(S(=O)(=O)c2ccc(C)cc2)CC1	-1.7	?	0%	6%	-12%	i	-4%	0.6%	-1%
CCCCc1c(C)c(C#N)c2nc3ccccc3n2c1Nc1c(C)n(C)n(-c2ccccc2)c1=O	0.5	-16%	-2%	22%	-12%	i	-8%	0.2%	-8%
COc1cc(OC)c(N2CC34C=CC(O3)C(C(=O)O)C4C2=O)cc1Cl (stereo not given)	-4.6	?	-2%	5%	17%	i	-5%	0.1%	10%
CC1(C)OC(=O)C2=C(C[C@@H](C3CCCC3)O[C@H]2CCc2cccc(Cl)c2)O1	0.5	nt	nt	nt	6%	i	nt	0.4%	nt
COc1ccc(CCNC(=O)C2COc3ccccc3O2)cc1OC (stereo not given)	0.9	3%	nt	5%	-11%	i	1%	0.5%	-2%
O=[N+]([O-])c1ccccc1S(=O)(=O)N1CCCc2ccccc21	-1.0	?	-1%	2%	9%	i	-2%	7.1%	-18%
Cc1ccsc1C(=O)NCc1ccc(Cl)cc1	1.3	-20%	nt	5%	2%	i	7%	2.4%	-69%
O=[N+]([O-])c1cc(S(=O)(=O)O)cc([N+](=O)[O-])c1NN(c1ccccc1)c1ccccc1	-2.8	-5%	0%	11%	-16%	i	0%	-0.4%	-26%
CCN1CCN(C(=O)/C(=C/c2ccco2)NC(=O)c2ccccc2)CC1	-0.9	13%	-1%	1%	-4%	i	5%	0.3%	7%
CCOc1ccc2oc(C(=O)NCc3nc4ccccc4[nH]3)c(C)c2c1	-2.6	2%	-1%	17%	12%	i	0%	3.4%	-36%
O=C(Cc1cccs1)Nc1c(C(=O)Nc2ccc(F)cc2)oc2ccccc12	nt	-8%	nt	15%	-6%	nt	2%	0.0%	2%
COc1ccc(-c2cc(C(F)(F)F)nc(S(=O)(=O)CCCC(=O)Nc3cc(C)on3)n2)cc1OC	1.5	?	-3%	0%	-16%	i	-3%	?	-109%
Cc1ccc2c(CC(=O)NCc3ccc4c(c3)OCO4)coc2c1	-1.4	-6%	-4%	-8%	12%	i	-1%	3.2%	-19%
O=C(Nc1ccc(S(=O)(=O)NCC2CCCO2)cc1)c1ccc(Cl)cc1[N+](=O)[O-] (stereo not given)	-2.8	-23%	2%	?	-9%	i	-1%	0.2%[9.22 µM]	-10%
Nc1ncc(CCN2CCOCC2)c(-c2ccc(F)cc2)n1	-0.3	11%	-4%	-18%	-8%	i	5%	0.1%	2%
CC1CCCCN1c1ccc(N)cc1C(N)=O (stereo not given)	1.0	0%	1%	-19%	-32%[inhibitor]	i	0%	0.3%	-2%
O=C(NCc1ccc(F)cc1)c1cc(S(=O)(=O)N2CCCCC2)ccc1N1CCOCC1	-8.1	1%	1%	-19%	-3%	i	-8%	0.0%	-21%
O=S(=O)(c1cccc(C(F)(F)F)c1)N1CCN(S(=O)(=O)c2ccc3c(c2)OCCO3)CC1	nt	?	1%	-14%&-10%	2%	nt	-3%&0%	-1.2%	-2%
CCCCCCN1C[C@@H](O)[C@H](n2cc(COC(=O)c3ccccc3)nn2)C[C@@H]1c1ccc(Cl)cc1	-1.8	-10%	nt	nt	0%	i	nt	-0.4%	-23%
CCOC(=O)C1=CN2CCCC[C@@H]2CC1=O	-0.6	-3%	-1%	-5%	-7%	i	-1%	0.1%	18%
Cc1ccc(OC(=O)CSc2nnc(-c3ccc4c(c3)OCO4)o2)cc1	nt	1%	nt	?	-22%	nt	-1%	-2.2%	1%
COc1ccc(NC(=O)CN2c3cccc4cccc(c34)S2(=O)=O)c(OC)c1	-0.5	-30%	-4%	4%	-11%	nt	3%	-0.7%	-18%
O=C(O)c1ccccc1OC(C(=O)Nc1cc(Cl)cc(Cl)c1)c1ccccc1 (stereo not given)	0.7	-1%	1%	-7%	-3%	i	-9%	-0.5%	1%
COc1ccc(N(CC(=O)NC2CCCCC2)C(=O)CCC(=O)Nc2nc(C)cs2)cc1	0.0	0%	0%	-2%	-3%	i	-9%	-0.1%	-3%
NC(=O)COC(=O)c1ccc(S(=O)(=O)NCc2ccco2)cc1	-0.2	8%	-1%	15%	-11%	i	1%	-0.8%	0%
COc1ccc(/C=C2\CCC(C3CCCC3)C2=O)cc1OC (stereo not given)	-1.0	-17%	1%	?	-8%	i	5%	0.9%	-4%

Just Nrf2 inh and pAkt inh, for four of the compounds above:
SMILES	Nrf2 inh	pAkt inh
CCCCCCN1C[C@@H](O)[C@H](n2cc(COC(=O)c3ccccc3)nn2)C[C@@H]1c1ccc(Cl)cc1	nt	i
CCOC(=O)C1=CN2CCCC[C@@H]2CC1=O	-5%	i
Cc1ccc(OC(=O)CSc2nnc(-c3ccc4c(c3)OCO4)o2)cc1	?	nt
COc1ccc(NC(=O)CN2c3cccc4cccc(c34)S2(=O)=O)c(OC)c1	4%	nt

Bioassay records: PubChem, National Center for Advancing Translational Sciences (NCATS)

No enrichment for hits. About 4.3% of those tested had a hit in this group.
